# PPC-1+TRAIL kill: compounds killing PPC-1 cancer cells with TRAIL present, primary screen, TRAIL potentiator project, ATPLite luminescence, uHTS | PPC-1 cells + TRAIL, ATPLite viability luminescence | cell killing (% activity), % at 4 µM | 220,000 compounds, 0.41% hits | AID 1443, 2008;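 active = cell killing above 50% in the first pass at 4 µM, then a duplicate retest at 5 µM averaging 50% or more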;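 also: plate controls were cells with TRAIL plus DMSO for no effect and medium-only wells lacking cells for full effect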
# TRPN1 ag: zebrafish TRPN1 channel agonists, primary screen, cell-based, HEK293, calcium fluorescence; transient receptor potential cation channel N1 (TRPN1/NompC), Danio rerio; HEK293 zebrafish TRPN1-YFP, Fluo-8 calcium fluorescence; 100% = response to 87 µM carbachol; activation, % at 3 µM; 220,000 compounds, 0.18% hits; AID 1424, 2008;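 active = activation above its plate's cutoff, the mean activation of test wells on that plate plus 3 SD, cut at about 19% in these data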;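 also: 0% = DMSO alone and 100% = 87 µM carbachol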
#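 Control set: carbachol 87 µM as high control, DMSO as low control; system: HEK293 stable line with zebrafish TRPN1-YFP; read-out: % activation versus carbachol response; detection: intracellular calcium fluorescence with Fluo-8; doses: single test compound dose, 3 µM nominal, 0.3% DMSO; schedule: dye 1 h 37 °C plus 30 min RT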
# Cl transport mod: KCC2 cotransporter modulators, thallium flux, primary screen, cell-based, HEK293 KCC2, FluoZin-2 fluorescence, MLSMR | Solute carrier family 12 member 5 (Homo sapiens), Q9H2X9 | KCC2 cells, thallium flux FluoZin-2 fluorescence | B-score of Tl+ flux slope (higher = more flux/activation; lower = inhibition) at 10 µM | 190,000 compounds, 2.2% hits;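 active = thallium flux slope and its plate-corrected score both differing from the plate sample mean at a set confidence after two filtering rounds, in either direction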;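 also: slope of fluorescence scaled to starting intensity during 10 to 20 s after thallium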
# m-calpain inh: inhibitors of pig calpain II, primary screen, biochemical, fluorogenic peptide substrate, 1536-well | purified calpain II, 30 min | inhibition, % at 16 µM | 220,000 compounds, 0.37% hits | AID 1236, 2008;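 active = inhibition above about 50%, limit read from the data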
# TRPML3 ag: human TRPML3 channel agonists, primary screen, cell-based, HEK293 TRPML3-YFP, Fluo-8 calcium fluorescence, 3 µM; Mucolipin-3 (Homo sapiens), Q8TDD5; activation, % at 3 µM; 220,000 compounds, 0.29% hits; 100% = the carbachol control signal;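 active = activation above its plate's cutoff, the mean activation of the plate's test wells plus 3 SD, cut at about 12% in these data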;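 also: 0% = DMSO only wells and 100% = carbachol wells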
#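 system = HEK293 cells stably carrying human TRPML3-YFP | doses = one concentration, 3 µM nominal, 0.3% DMSO | timing = dye loading 1 h 37 °C then 30 min ambient, 125 s read | detection = Fluo-8 calcium dye fluorescence, ex 470-495, em 515-575 nm | benchmarks = high control carbachol 87 µM, low control DMSO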
# EBV gp42 block: Epstein-Barr virus gp42 inhibitors, primary screen, biochemical, uHTS, fluorescence polarization; Glycoprotein 42 (Epstein-Barr virus (strain AG876)), Q1HVG2; Fluorescence polarization binding assay, mP read-out; inhibition, % (tested at 21.74 µM); 220,000 compounds, 0.42% hits; in the data active = inhibition above about 50%
# Target sequence (Q1HVG2 whole entry, looked up): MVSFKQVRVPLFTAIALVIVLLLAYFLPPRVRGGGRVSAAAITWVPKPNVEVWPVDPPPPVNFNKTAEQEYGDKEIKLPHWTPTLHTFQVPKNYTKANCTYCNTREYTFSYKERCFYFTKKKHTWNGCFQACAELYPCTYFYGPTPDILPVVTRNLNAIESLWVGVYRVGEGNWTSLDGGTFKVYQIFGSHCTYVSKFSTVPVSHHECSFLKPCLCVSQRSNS
# TbHK1 inh: Trypanosoma brucei hexokinase 1 inhibitors, primary screen, biochemical, G6PDH-coupled NADH absorbance, MLSCN library. hexokinase 1 [Trypanosoma brucei]. recombinant TbHK1, G6PDH-coupled NADH A340. inhibition, % at 10 µM. 220,000 compounds, 0.11% hits;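 active = inhibition of 50% or more in the single-dose primary screen; inactive = inhibition below 50%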
# Thrombin inh: human alpha-thrombin inhibitors, primary screen, counter-screen for coagulation protease inhibitor project, biochemical, 1536-well, fluorogenic AMC substrate. Prothrombin (Homo sapiens), P00734. inhibition, % at 5 µM. Boc-VPR-AMC fluorogenic substrate cleavage. 220,000 compounds, 0.26% hits;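 active = inhibition at or above 40%; inactive = inhibition below 40%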;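 also: 0% = enzyme with no compound and 100% = wells without enzyme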
#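 Test system: human alpha-thrombin; medium: pH 7.5 Tris-saline with Tween 20; times: reaction at room temperature; signal: AMC fluorescence at 355 nm excitation and 460 nm emission; also added: Boc-VPR-AMC substrate, 15 µM final; dosing: one concentration per compound, 5 µM, with 0.2% DMSO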
# Furin inhibitor: human furin inhibitors, primary screen, biochemical, fluorescence intensity; purified furin, fluorogenic substrate cleavage; inhibition, % at 30 µM; P09958; 220,000 compounds, 0.061% hits; in the data active = inhibition above about 25%; also: inactives centre near -15
# Target sequence (P09958 108-714 limits assumed): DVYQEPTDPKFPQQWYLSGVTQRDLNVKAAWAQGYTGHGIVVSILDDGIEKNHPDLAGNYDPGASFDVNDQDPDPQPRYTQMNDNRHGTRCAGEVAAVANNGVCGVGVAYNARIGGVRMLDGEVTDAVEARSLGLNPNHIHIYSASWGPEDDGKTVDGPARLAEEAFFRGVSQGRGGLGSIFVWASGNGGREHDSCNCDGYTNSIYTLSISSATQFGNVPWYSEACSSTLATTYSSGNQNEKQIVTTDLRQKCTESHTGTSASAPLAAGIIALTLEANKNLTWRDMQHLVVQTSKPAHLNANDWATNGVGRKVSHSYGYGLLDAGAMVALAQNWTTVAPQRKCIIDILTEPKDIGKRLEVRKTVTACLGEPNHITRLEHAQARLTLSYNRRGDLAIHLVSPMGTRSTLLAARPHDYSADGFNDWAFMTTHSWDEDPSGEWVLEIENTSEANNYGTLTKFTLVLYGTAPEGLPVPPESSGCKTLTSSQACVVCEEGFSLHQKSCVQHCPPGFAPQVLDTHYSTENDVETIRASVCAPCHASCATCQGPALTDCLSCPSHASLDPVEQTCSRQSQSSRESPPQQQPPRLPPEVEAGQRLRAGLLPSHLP
# An asterisk follows results filed as active; i = inactive; . = not tested or not shown; [ ] = dose if it differs, or a comment.
nr	Molecule	PPC-1+TRAIL kill	TRPN1 ag	Cl transport mod	m-calpain inh	TRPML3 ag
1	Cc1ccc(C)c(S(=O)(=O)N2CCCOC2CNC(=O)C(=O)NCc2ccco2)c1 (stereo not drawn)	26	-2.3	0.29	9	-0.4
2	Cc1ccccc1CN1CCN(C(=O)c2cccc(F)c2)CC1	2	0.0	.	5	-0.1
3	CN(C)c1ccc(P(=O)(OCc2ccccc2)C(O)c2cccnc2)cc1 (stereo not drawn)	14	0.8	0.26	10	0.7
4	C(=Nc1cccc2c(N=Cc3ccco3)cccc12)c1ccco1	-9	0.4	0.19	-302	0.2
5	OCC[n+]1ccc(/C=C/c2c[nH]c3ccccc23)cc1	11	4.8	i	18	2.7
6	Cc1cccc(OCC(=O)O/N=C(\N)c2ccccn2)c1	8	-1.1	-0.64	-3	-0.1
7	Cc1cc(=O)oc2cc(OCC(=O)N3CCc4ccccc4C3)ccc12	9	0.5	.	-26	0.6
8	COc1ccc(S(=O)(=O)N2CCCC(C(=O)N3CCCCCC3)C2)cc1 (stereo not drawn)	16	0.9	.	-13	-0.4
9	CCOP(=O)(c1ccc(N(C)C)cc1)C(O)c1ccncc1 (stereo not drawn)	0	2.5	0.42	-18	0.4
10	Cc1ccc([N+](=O)[O-])cc1NC(=O)c1ccoc1C	40	-1.1	1.2	-11	-0.4
11	Cc1ccc(CCN2CC(C(=O)NCCCOC(C)C)CC2=O)cc1 (stereo not drawn)	4	-0.7	1.1	-50	0.3
12	CCCCn1c(SCC(=O)c2ccc(OC)cc2OC)nc2cc(S(N)(=O)=O)ccc21	-7	1.0	.	-106	0.2

nr	EBV gp42 block	TbHK1 inh	Thrombin inh	Furin inhibitor
1	-13	-1	-4	-15
2	1	-5	-2	-27[20 µM]
3	5	-1	-5	-35
4	33	-9	-1	-35
5	-131	19	3	15
6	-9	-7	-4	-15[20 µM]
7	-3	-18	0	-19
8	-8	-3	-8	-24[20 µM]
9	-17	-7	-1	-13
10	-10	-4	-2	-12
11	-15	-4	4	-9[20 µM]
12	7	1	5	-9

# New compounds follow
nr	Molecule	PPC-1+TRAIL kill	TRPN1 ag	Cl transport mod	m-calpain inh	TRPML3 ag
13	COc1ccc(C)cc1NC(=O)N1CCCc2ccccc21	15	1.0	-1	15	0.9
14	O=C(CCS(=O)(=O)c1cc(Br)cc2c1N(C(=O)C1CC1)CC2)NCC1CCCO1 (stereo not drawn)	-6	-1.4	-0.0027	-22	0.8
15	O=C1Nc2ccc(Br)cc2C1(O)Cc1ccncc1 (stereo not drawn)	12	0.0	.	-24	0.8
16	CCO[C@H]1OC(C(=O)N2CCN(Cc3ccc4c(c3)OCO4)CC2)=C[C@@H](C(C)(C)C)[C@@H]1CCCO	1	2.2	0.31	-12	0.7
17	COc1cccc(NC(=O)CNC(=O)c2cccs2)c1	13	0.8	-0.05	-11	0.2
18	COc1ccc(CCN(Cc2cc3cc(C)cc(C)c3nc2Cl)C(=O)C2CC2)cc1	9	-1.3	1.7	-11	-0.6
19	CN1C(=S)SC(/[N+]([O-])=C\c2cccs2)C1(C)C (stereo not drawn)	-6	0.8	0.35	1	0.4
20	CC1CC(C)CN(CC(O)COCCOc2ccc(Br)cc2)C1 (stereo not drawn)	-3	-0.1	0.53	16	-0.4
21	CC(=O)NC1(C(F)(F)F)C(=O)Nc2c1c(=O)[nH]c(=O)n2-c1ccccc1 (stereo not drawn)	5	0.7	-0.14	2	1.3
22	O=C(CNC(=O)C(c1ccccc1)c1ccccc1)N/N=C\c1cccc(O)c1	17	-0.5	0.22	24	-0.6
23	COc1cc(/C=C/C(=O)c2cccc([N+](=O)[O-])c2)cc(OC)c1OC	4	0.6	-0.29	-3	0.6
24	O=c1[nH]c2ccccc2nc1/C=C/c1ccc(Cl)cc1	38	-1.1	0.46	-51	1.2

nr	EBV gp42 block	TbHK1 inh	Thrombin inh	Furin inhibitor
13	-1	-5	-4	-29
14	-10	2	4	-19[20 µM]
15	-5	11	-3	-21[20 µM]
16	-13	-16	-4	-23
17	-20	-5	-1	-21[20 µM]
18	-7	2	-2	-3[20 µM]
19	-9	-26	4	0
20	5	2	-8	-13
21	-1	-3	-4	-28
22	-15	-6	0	-15
23	3	-20	-2	-25
24	-9	-3	-13	-36

# 4 of these compounds in a different format:
17. COc1cccc(NC(=O)CNC(=O)c2cccs2)c1
  PPC-1+TRAIL kill: 13; TRPN1 ag: 0.8; Cl transport mod: -0.05; m-calpain inh: -11; TRPML3 ag: 0.2; EBV gp42 block: -20; TbHK1 inh: -5; Thrombin inh: -1; Furin inhibitor: -21[20 µM]
18. COc1ccc(CCN(Cc2cc3cc(C)cc(C)c3nc2Cl)C(=O)C2CC2)cc1
  PPC-1+TRAIL kill: 9; TRPN1 ag: -1.3; Cl transport mod: 1.7; m-calpain inh: -11; TRPML3 ag: -0.6; EBV gp42 block: -7; TbHK1 inh: 2; Thrombin inh: -2; Furin inhibitor: -3[20 µM]
19. CN1C(=S)SC(/[N+]([O-])=C\c2cccs2)C1(C)C (stereo not drawn)
  PPC-1+TRAIL kill: -6; TRPN1 ag: 0.8; Cl transport mod: 0.35; m-calpain inh: 1; TRPML3 ag: 0.4; EBV gp42 block: -9; TbHK1 inh: -26; Thrombin inh: 4; Furin inhibitor: 0
20. CC1CC(C)CN(CC(O)COCCOc2ccc(Br)cc2)C1 (stereo not drawn)
  PPC-1+TRAIL kill: -3; TRPN1 ag: -0.1; Cl transport mod: 0.53; m-calpain inh: 16; TRPML3 ag: -0.4; EBV gp42 block: 5; TbHK1 inh: 2; Thrombin inh: -8; Furin inhibitor: -13

# Remaining list, next part
nr	Molecule	PPC-1+TRAIL kill	TRPN1 ag	Cl transport mod	m-calpain inh	TRPML3 ag
25	CCCn1c(CCC(=O)O)nc2cc(S(=O)(=O)N3CCCC3)ccc21	24	1.3	0.68	-6	1.4
26	O=C(O)CCn1c(CO)nc2ccccc21	5	1.9	0.15	28	0.6
27	COc1ccc(Br)cc1CNC(=O)CCCc1cn(C)c2ccccc12	3	-3.8	0.08	16	-0.7
28	Cn1ncc2c(Nc3ccccc3Br)ncnc21	24	-0.1	0.2	11	-0.2
29	Cc1cccc(-c2nnc(SCC(=O)Nc3ncccn3)n2C)c1	5	0.3	0.48	21	-0.4
30	Cc1nnc(SC2CC(=O)N(c3ccccc3)C2=O)s1 (stereo not drawn)	26	1.0	-1.1	-12	-0.4
31	O=C(NCCCN1CCCCCC1)C1CC(=O)N(CCc2ccccc2)C1 (stereo not drawn)	12	-0.9	.	-7	-0.3
32	Cc1cc(-c2ccccc2)n(-c2ccc(C(=O)N3CCN(c4ncccn4)CC3)cc2)n1	25	0.0	-0.017	-6	0.2
33	O=C(NC1CC1)C1=NOC(CNc2ncc(C(F)(F)F)cc2Cl)C1 (stereo not drawn)	-10	-0.8	-0.55	-3	0.5
34	CC(C)(/C=N/O)/[N+]([O-])=C/C=[N+](\[O-])C(C)(C)/C=N/O	-6	0.2	0.11	11	0.3
35	C=CCSc1nnc(C)n1-c1ccc(Cl)cc1	5	-0.1	-0.49	9	-0.4
36	CCCNCc1nnc(-c2ccccc2Cl)o1	-12	1.0	0.69	2	1.1

nr	EBV gp42 block	TbHK1 inh	Thrombin inh	Furin inhibitor
25	-3	-12	-3	-19
26	-5	5	.	-7
27	3	-2	-9	-13
28	16	-3	-4	-20
29	-3	4	-17	-18
30	-12	-1	0	-23[20 µM]
31	-14	-32	-7	-20
32	-16	-7	-3	-21[20 µM]
33	11	-8	-5	-18[20 µM]
34	-16	13	6	-7
35	-20	-6	-19	-20[20 µM]
36	-3	2	2	-11

# The results go on:
nr	Molecule	PPC-1+TRAIL kill	TRPN1 ag	Cl transport mod	m-calpain inh	TRPML3 ag
37	CCC(=O)Nc1ccc2nc(C)n(CC(=O)Nc3ccccc3)c(=O)c2c1	15	0.4	0.13	-57	0.7
38	O=C1/C(=C/c2ccc(F)cc2)SC(=S)N1N1CCOCC1	14	-0.1	0.35	11	1.6
39	CCc1nc(Sc2nc(C)cc(C)n2)c2oc3ccccc3c2n1	-7	-0.4	-0.92	-14	-1.0
40	CC1(C)Cc2nc3sc(C(=O)NCCO)c(N)c3cc2CO1	8[5 µM]	-0.6	0.96	-20	0.3
41	COc1ccc(NC(=O)Nc2ccc(Br)cn2)cc1OC	11	-0.1	0.54	-24	0.8

nr	EBV gp42 block	TbHK1 inh	Thrombin inh	Furin inhibitor
37	-12	-4	-8	-20
38	-6	-8	0	-21
39	-5	-9	-2	-12
40	-10	-2	2	-13[20 µM]
41	-1	21	9	-7[20 µM]

# Among those listed so far, these have a COOH group.
nr	Molecule	PPC-1+TRAIL kill	TRPN1 ag	Cl transport mod	m-calpain inh	TRPML3 ag
25	CCCn1c(CCC(=O)O)nc2cc(S(=O)(=O)N3CCCC3)ccc21	24	1.3	0.68	-6	1.4
26	O=C(O)CCn1c(CO)nc2ccccc21	5	1.9	0.15	28	0.6

nr	EBV gp42 block	TbHK1 inh	Thrombin inh	Furin inhibitor
25	-3	-12	-3	-19
26	-5	5	.	-7

# Assay outcomes from PubChem.

# The order is random. Share with any hit: about 3.6%.
